Autophagy mod: modulators of autophagy. calls only at 10 µM (by protocol). hit rate 0.98% among 190,000. AID 463193. MEF GFP-LC3 puncta imaging; test concentration mostly 10 µM;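 active = percentage of spot-positive cells more than 3 SD above its plate mean, without a fluorescence outlier flag or 80% toxicity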;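 also: spot-positive cell cutoff set from DMSO-treated cells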
Yfh1-depleted yeast: enhancers of respiration in Yfh1-depleted yeast, dose response, Friedreich's ataxia, plus single-dose screen (AID 1465); S. cerevisiae Yfh1-off respiration, WST-1 reduction, 72 h; higher fold induction means a stronger effect; one-dose fold induction at 50 µM; EC50 in µM for titrated hits; hit rate 0.074% among 220,000;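 active = fold induction of absorbance versus untreated yeast above a set limit, then at least 30% activation at any dose in follow-up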;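 also: activators that raise dye reduction in frataxin-depleted yeast; strong numbers were not always called active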
human PMI inhibition: MPI enzyme activity inhibition – biochemical, fluorescence intensity, coupled assay, primary screen (AID 1209) | inhibition, % at 20 µM, or IC50 in µM where a hit was titrated | hit rate 0.42% among 190,000 | purified PMI enzyme, coupled fluorescence intensity; higher % means a stronger effect;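 also: plate controls were DMSO vehicle for no effect and wells lacking substrate for full effect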
human PMI inhibitors: MPI inhibition at elevated mannose 6-phosphate – biochemical, fluorescence intensity, high mannose 6-phosphate, primary screen (AID 1220) | inhibition, % at 20 µM; hits with a dose series show IC50 in µM | hit rate 0.66% among 190,000 | recombinant PMI enzyme, coupled fluorescence intensity; higher % means a stronger effect
Dynein transport: blocks dynein driven cargo transport along microtubules. 3617.4 mouse cells, GR-EGFP nuclear translocation imaging; test concentration mostly 20 µM; stimulated with dexamethasone, 1 µM; hits give low values. z-score, hits read low. hit rate 0.47% among 220,000;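 active = plate z-score of nuclear minus cytoplasmic receptor signal below a set negative limit, without overly bright fluorescence or cell loss, cut at about -3.5 in these data, passing the limit was not always enough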;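 also: z-score of nuclear minus cytoplasmic ring GR-EGFP intensity difference per well; some compounds called inactive have numbers as strong as hits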
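Medium: Induction medium lacking tetracycline, stripped serum | Probe or stimulus: 1.0 µM final dexamethasone stimulus | Schedule: 48 h induction, then 1 h compound, then 30 min agonist, 37 °C | Signal: Automated 10x imaging of fixed Hoechst-stained cells | Evaluation: Per-cell GR-EGFP intensity, nucleus versus surrounding cytoplasmic ring, well-averaged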
WT yeast gro inh: growth inhibition of WT yeast, mitochondrial fusion screen | hit rate 2.1% among 190,000 | inhibition, % at 10 µM | mitochondrial fusion phenotypic screen, WT strain; in the data active = inhibition above about 58%; tested in S. cerevisiae
b-catenin transl: modulators of beta-catenin nuclear translocation; HeLa beta-catenin nuclear translocation, immunofluorescence imaging; nuclear translocation activity, % at 5 µM; hit rate 0.3% among 190,000;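 active = nuclear translocation activity above 50% at 5 µM, with a well cell count of 50 or more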;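 also: per-cell ratio of nuclear to cytoplasmic median beta-catenin stain intensity; plate controls were DMSO negative control for no effect and GSK-3 inhibitor IX positive control for full effect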
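Technique: fluorescence imaging of beta-catenin antibody stain plus DAPI / Material: human HeLa cell line / Incubation: compound treatment 24 h, 37°C, 5% CO2 / Read-out basis: % activation of per-cell nuclear versus cytoplasmic median beta-catenin signal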
MT stabilize HCS: microtubule stabilizers in HeLa cells. HeLa tubulin immunostaining HCS, 24 h; share of cells brighter than vehicle mean+2SD. % tubulin-high responders, % at 10 µM. hit rate 0.83% among 200,000;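 active = plate Z-score above 3 for both tubulin-high and condensed-nucleus cell shares, with cell loss under 80%, at 10 µM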;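 also: anti alpha tubulin signal scored within the nucleus-defined area of each cell; some results filed as inactive read as strong as hits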
Insulin prom up: MIN6 insulin promoter up-regulation; z-score at 5 µM; MIN6 insulin promoter-GFP reporter, high-content imaging; hits give high values; hit rate 0.3% among 190,000;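 active = z-score above 3 at 5 µM with at least 500 cells counted in the well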
WT yeast gro inh mutant strain: further read-out of WT yeast gro inh, marked with its call; inhibition, %; mitochondrial fusion phenotypic screen, mutant strain inhibition
Dynein transport cytoplasmic EGFP: recorded beside Dynein transport, whose call it bears; z-score; measured here: cytoplasmic GR-EGFP intensity; hits give high values
Dynein transport nuclear GR-EGFP: second read-out of Dynein transport, no call of its own (marks repeat the call); z-score; measured here: nuclear GR-EGFP intensity;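 lower value marks the stronger effect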
Dynein transport cell count: second read-out of Dynein transport, no call of its own (marks repeat the call); z-score; measured here: cell count per field
Insulin prom up cell count: also measured in Insulin prom up; calls as there; cell count; measured here: cytotoxicity, nuclei count;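 total cells summed across four imaged fields per well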
b-catenin transl cell count 5 µM: recorded beside b-catenin transl, whose call it bears; cell count; measured here: cell count, cytotoxicity flag
MT stabilize HCS Hoechst-high %: second read-out of MT stabilize HCS, no call of its own (marks repeat the call); % Hoechst-high responders; measured here: nuclear condensation Hoechst responders;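 share of cells brighter than vehicle mean plus two SD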
MT stabilize HCS cytotoxicity %: second read-out of MT stabilize HCS, no call of its own (marks repeat the call); toxicity, %; measured here: cytotoxicity by cell density;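 0% = mean cell density of plate MIN control wells and 100% = no cells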
Autophagy mod cell loss 18 h: second read-out of Autophagy mod, no call of its own (marks repeat the call); toxicity, %; measured here: cell loss, nuclei count;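 cell loss after 18 h compound exposure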
Starred values were filed as active, the others as inactive; i = inactive; / = not tested or not shown. Rule as the data show it, unless noted: active = inhibition above about 50%; inactive = the rest.

SMILES | Autophagy mod | Autophagy mod cell loss 18 h | Yfh1-depleted yeast | human PMI inhibition | human PMI inhibitors | Dynein transport | Dynein transport cytoplasmic EGFP | Dynein transport nuclear GR-EGFP | Dynein transport cell count | WT yeast gro inh | WT yeast gro inh mutant strain | b-catenin transl | b-catenin transl cell count 5 µM | MT stabilize HCS | MT stabilize HCS Hoechst-high % | MT stabilize HCS cytotoxicity % | Insulin prom up | Insulin prom up cell count
CN(C1=NC(=O)CS1)c1ccc(O)cc1 | / | / | i | / | / | -1.85 | -0.207 | -1.03 | 0.928 | / | / | -1.1 | 1335 | / | / | / | -1.67 | 1201
O=C(CCN1C(=O)C2C3C=CC(C3)C2C1=O)N1CCN(c2ccc(F)cc2)CC1 (stereo unspecified) | i | 10.0 | i | 8.7% | 4.8% | -1.14 | -0.177 | -0.269 | -0.0243 | -4.4 | -14.8 | -0.9 | 1009 | 5.1 | 1.7 | 8.3 | -0.12 | 1141
CCC(=O)N1CCN(c2ccccc2NC(=O)c2ccc(-c3cccc([N+](=O)[O-])c3)o2)CC1 | i | 2.8 | i | 2.1% | -1.9% | -0.232 | -0.04 | 0.317 | 0.422 | -0.3 | -15.2 | 0.3 | 1106 | 1.0 | 2.2 | 7.9 | -0.15 | 1249
O=C(c1ccc(Cl)cc1)N(Cc1ccc(Br)cc1)N1C(=O)CCC1=O | i | 15.7 | i | 4.4% | 2.0% | -0.262 | -0.283 | -0.0157 | 0.474 | 18.1 | 18.4 | -0.5 | 1533 | 2.3 | 1.1 | 7.1 | 0.04 | 1517
CC(C)(C)NS(=O)(=O)c1ccc(NC(=O)C(Sc2ccccc2)c2ccccc2)cc1 (stereo unspecified) | i | 1.2 | i | 18.6% | 19.9% | -0.25 | -0.222 | -0.328 | 0.918 | 13.0 | 16.6 | -0.6 | 1424 | 2.2 | 0.6 | 0.5 | 0.17 | 1445
Nc1c(C(=O)NCCC2=CCCCC2)sc2ccc(S(=O)(=O)N3CCCCC3)cc12 | i | 3.0 | i | 7.9% | 2.3% | -0.862 | -0.283 | 0.113 | 0.876 | 20.5 | -16.7 | -0.1 | 592 | 3.1 | 2.3 | 0.3 | -0.28 | 1100
O=C(Cn1nnc(-c2ccc(N3CCOCC3)cc2)n1)N1CCOCC1 | / | / | i | / | / | 1.15 | -0.798 | 0.581 | -0.822 | / | / | 0.8 | 1274 | / | / | / | 0.23 | 949
COC(=O)c1ccccc1NC(=O)CSc1nc2ncccc2[nH]1 | i | -1.4 | i | -4.1% | -5.9% | -0.597 | -0.277 | -0.00308 | 1.07 | -13.7 | 5.5 | -5.5 | 1144 | 5.1 | 3.5 | 6.1 | 0.28 | 1573
COc1ccc(C(c2nnnn2Cc2ccccc2)N2CCN(c3nc4ccccc4s3)CC2)cc1OC (stereo unspecified) | i | -10.0 | i | -27.0% | -49.3% | 0.738 | -0.231 | 0.927 | 0.0841 | 19.4 | 2.5 | -2.6 | 511 | 2.3 | 0.8 | 3.7 | 1.46 | 1116
O=C(NC1CCN(C(=O)NC2CCCCC2)CC1)c1ccco1 | i | -2.3 | i | 3.0% | 2.7% | -0.483 | -0.218 | -0.316 | 0.485 | -0.6 | 9.2 | -3.8 | 879 | 1.0 | 1.3 | 12.4 | -0.44 | 1131
Cc1cc2c(cc1C)CSC(c1ccc(O)cc1)SC2 | i | 3.6 | i | 6.1% | 1.0% | 0.462 | -0.231 | 0.43 | -0.837 | -17.8 | -40.0 | / | / | 5.1 | 1.4 | 7.0 | / | /
C/C(=N\NC(=O)CCC(=O)Nc1ccc(C)c(C)c1)c1cccs1 | i | -0.6 | i | 4.0% | 3.6% | 0.396 | -0.32 | 0.0743 | -0.524 | 2.9 | 8.1 | -1.1 | 1590 | 4.1 | 2.4 | 12.0 | 0.65 | 1435

Part of the list above, limited to Dynein transport cytoplasmic EGFP:
smiles | Dynein transport cytoplasmic EGFP
O=C(c1ccc(Cl)cc1)N(Cc1ccc(Br)cc1)N1C(=O)CCC1=O | -0.283
CC(C)(C)NS(=O)(=O)c1ccc(NC(=O)C(Sc2ccccc2)c2ccccc2)cc1 (stereo unspecified) | -0.222

Next compounds.
SMILES | Autophagy mod | Autophagy mod cell loss 18 h | Yfh1-depleted yeast | human PMI inhibition | human PMI inhibitors | Dynein transport | Dynein transport cytoplasmic EGFP | Dynein transport nuclear GR-EGFP | Dynein transport cell count | WT yeast gro inh | WT yeast gro inh mutant strain | b-catenin transl | b-catenin transl cell count 5 µM | MT stabilize HCS | MT stabilize HCS Hoechst-high % | MT stabilize HCS cytotoxicity % | Insulin prom up | Insulin prom up cell count
Cc1ccc(S(=O)(=O)CCC(=O)OCc2ccccc2F)cc1 | i | 14.2 | i | 10.8% | 8.3% | 0.134 | -0.296 | 0.681 | 0.0698 | -7.8 | 18.5 | -0.3 | 1419 | 2.8 | 1.5 | 4.2 | 0.72 | 1497
O=C(O)c1ccc(O)c(N2C(=O)Nc3ccccc3N2O)c1 | i | -7.0 | i | -4.5% | 10.2% | -0.387 | -0.301 | -0.427 | 0.185 | -16.5 | 4.6 | -2.0 | 600 | 1.7 | 3.5 | 6.1 | 0.11 | 1363
Cc1ccc2[nH]c(=O)c(C(c3nnnn3Cc3ccccc3)N3CCc4ccccc43)cc2c1 (stereo unspecified) | i | -1.9 | i | 18.8% | 0.9% | 0.22 | 1.26 | 0.327 | 0.15 | 2.6 | 1.7 | / | / | 2.1 | 1.2 | 2.2 | 0.46 | 880
Cc1ccc(S(=O)(=O)N(CC(=O)N2CCC(C)CC2)c2cccc(C)c2)cc1 | i | -8.9 | i | -13.6% | -21.8% | -0.731 | -0.286 | -0.283 | 0.898 | 54.0 | 15.4 | / | / | 2.2 | 1.8 | 4.4 | 0.6 | 819
O=C(CCN1CCN(CCO)CC1)Nc1ccc(C2CCCC2)cc1 | i | -0.4 | i | -5.8% | -7.5% | -0.0282 | -0.307 | -0.297 | 0.911 | -12.2 | -3.5 | 0.8 | 1542 | 2.5 | 1.1 | 11.6 | -1.33 | 1424
CCN(CC)C(=O)CSC(Nc1cccc(F)c1)=C(C#N)C#N | / | / | i | / | / | -1.21 | -0.113 | -0.287 | 0.111 | / | / | 1.0 | 1294 | / | / | / | -0.38 | 958
Nc1cnn(Cc2ccccc2F)c1 | i | -5.1 | i | 18.2% | 39.0% | 1.92 | -0.247 | 1.16 | -2.31 | 31.4 | 14.7 | -2.2 | 1129 | 2.5 | 2.1 | 10.4 | 0.04 | 1415
O=C(Cn1c(COc2ccccc2)nc2ccccc21)Nc1cc(Cl)ccc1Cl | i | 17.4 | i | 2.5% | -8.4% | -1.17 | -0.286 | -0.659 | 0.775 | 3.9 | 8.1 | -0.9 | 924 | 4.2 | 2.9 | 3.8 | -0.61 | 2238
CC(=O)Nc1ccc(OCC(O)Cn2ccnc2C)cc1 (stereo unspecified) | i | 26.4 | i | 6.4% | 17.0% | 0.371 | 0.00989 | 0.431 | -0.813 | -7.6 | 0.1 | 0.2 | 1505 | 3.7 | 1.4 | 12.2 | 1.15 | 1310
O=c1c2ccccc2nnn1Cc1ccccc1Cl | i | 33.2 | i | 14.9% | 11.5% | -1.22 | -0.213 | -0.259 | 1.46 | -5.6 | 16.4 | 1.4 | 1432 | 6.3 | 2.0 | 9.2 | -0.21 | 1404
Brc1ccc(-c2nnc(-c3cccc(Br)c3)o2)cc1 | i | 2.1 | i | 4.6% | 0.3% | -0.841 | -0.23 | -0.313 | 0.445 | -2.2 | -2.2 | -0.3 | 1446 | 2.0 | 1.3 | 5.9 | 1.65 | 1246
NNC(=O)CCc1c[nH]c2ccccc12 | i | -2.5 | i | -4.9% | -7.3% | -0.117 | -0.259 | -0.0346 | 0.283 | -1.1 | 1.6 | -2.4 | 514 | 2.8 | 1.3 | 2.9 | 0.4 | 1262
CN(c1cccc(NC(=O)CN(c2ccc(Cl)c(Cl)c2)S(=O)(=O)c2ccccc2)c1)S(C)(=O)=O | i | -1.6 | i | 17.0% | 8.2% | -0.357 | -0.303 | -0.504 | 0.537 | -17.9 | 4.3 | 0.9 | 1056 | 4.1 | 1.9 | 5.5 | -0.32 | 1484
COc1cc2c3c(c1)-c1c(sn(-c4cc(OC)ccc4OC)c1=S)C(C)(C)N3C(=O)C2=O | i | -4.6 | i | -0.4% | -3.4% | -0.508 | 0.101 | -0.785 | 0.273 | 1.1 | -21.9 | / | / | 2.1 | 2.1 | 7.2 | / | /
CC(C)=C1C2CCC1C1C(=O)N(c3ccc4c(c3)OCO4)C(=O)C21 (stereo unspecified) | i | -36.3 | i | -5.2% | 9.1% | 1.91 | 0.0871 | 2.13 | -1.48 | 13.5 | -1.0 | -1.3 | 538 | 2.9 | 1.8 | 2.7 | -0.23 | 1347
COc1ccccc1NC(=O)CN1CCN(CC(=O)Nc2ccc(OCc3ccccc3)cc2)CC1 | i | 23.0 | i | -3.9% | 8.4% | -0.367 | -0.159 | 0.0538 | 0.905 | 66.5* | 58.4* | -2.5 | 1362 | 7.8 | 1.3 | 0.6 | -1.57 | 1447
CCNC(=S)NS(=O)(=O)c1ccc(CC)cc1 | i | -2.4 | i | 16.5% | -2.4% | -0.551 | -0.165 | -0.42 | 1.21 | 16.9 | -14.0 | 0.1 | 1400 | 1.6 | 1.5 | 6.5 | -0.06 | 1590
O=[N+]([O-])c1ccccc1Oc1ccc(C(F)(F)F)cn1 | i | 12.5 | i | -2.7% | 0.2% | 0.35 | 0.317 | 0.412 | -0.506 | 2.1 | 0.1 | 0.2 | 1036 | 2.2 | 1.9 | 7.3 | 0.3 | 1598
COc1ccc(CCC(=O)Nc2c(C)n(C)n(-c3ccccc3)c2=O)cc1 | i | -8.4 | i | 8.9% | 8.4% | -0.0958 | -0.25 | -0.0487 | 0.602 | -1.2 | -5.5 | -1.8 | 1152 | 1.1 | 1.3 | 11.3 | 0.54 | 1096
